PDI inh: PDI (human) enzyme inhibition; PDI insulin aggregation turbidity, A650, 90 min; inhibition, % at 10 µM; actives 0.052% (n = 350,000); AID 588391;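 active = mean inhibition across replicates of 30% or more, whatever share of single replicates reach that level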;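 also: absorbance from insulin aggregation driven by PDI reduction with DTT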
Target sequence (P07237 whole entry, looked up): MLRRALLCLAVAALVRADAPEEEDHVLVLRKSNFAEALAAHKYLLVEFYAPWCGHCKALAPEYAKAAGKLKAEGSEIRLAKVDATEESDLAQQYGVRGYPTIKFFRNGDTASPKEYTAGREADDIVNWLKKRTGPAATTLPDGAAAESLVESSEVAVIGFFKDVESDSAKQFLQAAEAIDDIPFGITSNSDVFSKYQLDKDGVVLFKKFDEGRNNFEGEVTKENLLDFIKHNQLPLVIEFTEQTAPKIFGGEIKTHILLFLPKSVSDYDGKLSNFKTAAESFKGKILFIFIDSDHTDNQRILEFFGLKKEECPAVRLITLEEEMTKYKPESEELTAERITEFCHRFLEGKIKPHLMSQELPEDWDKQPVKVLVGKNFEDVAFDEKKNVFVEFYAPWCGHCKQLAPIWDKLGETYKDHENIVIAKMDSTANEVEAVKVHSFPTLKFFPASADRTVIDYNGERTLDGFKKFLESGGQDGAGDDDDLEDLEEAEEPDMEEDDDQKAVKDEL
Vif imaging: HIV Vif inhibition; HEK293T cells, Vif self-association by quenched fluorescence, imaging, 24 h; AID 602346; inhibition, % at 7.49 µM; actives 0.35% (n = 340,000); in the data active = inhibition above about 50%, passing the limit was not always enough; also: some results filed as inactive read as strong as hits
Granule exo inh: blocks lytic granule exocytosis. TALL-104 LAMP-1 surface exposure, flow cytometry; cells stimulated with thapsigargin and PMA. inhibition, % at 10 µM. actives 0.66% (n = 360,000). AID 651702;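 active = inhibition above about 55%, limit read from the data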
iPSC survival up: enhancers of human iPSC single-cell survival | hiPSC single-cell survival, ATPlite luminescence; 100% = ROCK inhibitor wells, 0% = DMSO | survival enhancement, % at 20 µM | actives 0.044% (n = 360,000) | AID 602274; in the data active = survival enhancement above about 18%;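 also: cells exposed to compounds for 16 hours before the ATP read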
m5-HT2A agonist: agonists of mouse serotonin 5-HT2A receptor (HTR2A) | P35363 | CHO-K1 mHTR2A beta-arrestin complementation, luminescence; percent of 30 µM serotonin response | activation, % at 7.6 µM | actives 0.66% (n = 360,000) | AID 624169;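 active = activation above a run cutoff, the mean activation of all tested compounds plus 3 SD, cut at about 14% in these data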;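 also: 0% = plate median of compound wells and 100% = 30 µM serotonin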
Target sequence (P35363 whole entry, looked up): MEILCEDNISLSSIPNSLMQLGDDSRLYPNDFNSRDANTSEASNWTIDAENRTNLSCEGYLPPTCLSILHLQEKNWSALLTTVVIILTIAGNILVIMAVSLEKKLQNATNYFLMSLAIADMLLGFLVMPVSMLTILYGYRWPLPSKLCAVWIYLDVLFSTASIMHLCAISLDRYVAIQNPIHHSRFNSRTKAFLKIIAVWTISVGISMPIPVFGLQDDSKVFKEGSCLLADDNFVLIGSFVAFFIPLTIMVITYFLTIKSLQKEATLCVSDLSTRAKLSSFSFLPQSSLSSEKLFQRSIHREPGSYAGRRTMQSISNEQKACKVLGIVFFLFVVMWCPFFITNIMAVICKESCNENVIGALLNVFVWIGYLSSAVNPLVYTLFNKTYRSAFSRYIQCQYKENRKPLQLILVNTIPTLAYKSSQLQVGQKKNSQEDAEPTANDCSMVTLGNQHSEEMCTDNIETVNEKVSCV
CaV13 FRET inh: Disruptors of the CACNA1D IQ motif to Ca2+-dependent inactivation inhibitor domain association, primary screening, Förster resonance energy transfer in intact living … | HEK cells, CFP/YFP FRET ICDI-IQ, plate reader, 10 min; percent FRET-ratio fall versus neutral wells | inhibition, % at 12.3 µM | actives 0.098% (n = 340,000);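 active = mean replicate inhibition of at least 30% and at least 1% of replicates passing that level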;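 also: 0% = median of the neutral control wells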
N-glyco inh: blocks N-linked glycosylation in D54 reporter cells; D54 ERlucT glycosylation luciferase reporter, 24 h; percent of 100 nM tunicamycin response; reporter increase, % at 12.5 µM; actives 0.23% (n = 360,000); AID 588692;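 active = mean luciferase reporter signal, scaled so untreated is 0 and the glycosylation-blocking control 100, at or above a set limit in every replicate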;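 also: luciferase carries N-glycosylation sites so blocking glycosylation raises the light; 0% = median of neutral control wells and 100% = median of 100 nM tunicamycin wells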
ABCB6 inh MLPCN: human ABCB6 transporter inhibition; K562-ABCB6 porphyrin accumulation, flow cytometry, 1 h; active compounds read low; Q9NP58; actives 0.19% (n = 360,000); AID 602162; fluorescence ratio to DMSO, % at 10 µM;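 active = fluorescence ratio to DMSO below 75%, the collection mean minus 3 SD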;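 also: signal is porphyrin accumulated inside mitochondria; 100% equals median channel fluorescence of DMSO control wells; lower ratio means ABCB6 inhibition with less porphyrin fluorescence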
aDG glyco up: increases alpha dystroglycan glycosylation. Pro5-aDG cells, alpha-DG glycosylation AlphaScreen (IIH6); 0% Pro5, 100% B10-LARGE cell signal. activation, % at 10 µM. actives 0.22% (n = 360,000). AID 624168;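 active = activation of at least 8% versus controls, or a plate z-score of at least 8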;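 also: Pro5 are CHO cells carrying HIG-tagged alpha-DG that lacks glycosylation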
H9c2 protect: protects H9c2 cardiomyocytes from peroxide injury; H2O2 injury protection, ATPLite, 2 h; protection from H2O2 cell death, % at 20 µM; actives 0.63% (n = 360,000);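 active = compounds giving at least 50% protection of heart cells from peroxide-induced death in the single-dose screen, raw or plate-pattern-corrected value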;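 also: 0% = DMSO wells with peroxide and 100% = DMSO wells without peroxide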
Starred values were filed as active, the others as inactive; x = not tested or not shown; & = joins results of further samples.

SMILES	PDI inh	Vif imaging	Granule exo inh	iPSC survival up	m5-HT2A agonist	CaV13 FRET inh	N-glyco inh	ABCB6 inh MLPCN	aDG glyco up	H9c2 protect
CC(C)c1ccc2c(c1)CC[C@H]1[C@](C)(CN)CCC[C@]21C	3&0	-9&-2	10&-2	-4.9&-0.2	-5&0	-5&-4	-6&0	104&96	0.3&0.1	-48&-9
O=S(=O)(Cc1nc2ccccc2s1)c1ccccc1	-1	-6	1	-1.4	4	-6	-2	96	-0.1	7
COc1ccc(C(=O)COC(=O)C2CCN(c3ccc(C(F)(F)F)cn3)CC2)c(OC)c1	-1	-8	7	0.7	-2	-2	0	94	0.4	-10
COc1cccc(NC(=S)N(CCC(C)C)C(C)c2ccncc2)c1 (configuration not stated)	10	0	-2	-0.5	9	-10	2	96	0.0	0
CC(C)C(NC(=O)OCc1ccccc1)C(=O)OCC(=O)NC1CC1 (configuration not stated)	-3	11	10	1.6	1	-1	-1	99	-0.3	13
O=C(COC(=O)/C=C/c1ccc(F)cc1)NC1CCCC1	-6	8	0	0.4	-1	-7	2	93	-0.1	-2
COc1cccc(CNC(=O)COC(=O)c2cc(Br)c(Br)s2)c1	-4	2	4	1.0	8	-21	3	101	0.0	-3
CN(C)C(=O)CCc1ccc2c3c([nH]c2c1)[C@]1(C)[C@@H](C(=O)N2CCCCC2)C[C@H](CC(=O)NCC24CC5CC(CC(C5)C2)C4)C(=O)N1CC3	13	x	4	-1.9	-1	-4	-4	95	-0.1	-17
Cc1cccc(NC(=S)NNC(=S)NCc2ccccc2)c1	0	24	-3	-0.6	-4	-8	1	89	-0.1	-19
COc1ccc(NC(=O)c2ccccc2N(Cc2ccccc2)S(C)(=O)=O)cc1OC	0	-5	8	-1.1	2	7	1	102	0.0	1
COc1ccccc1CN(C)C(=O)c1cc2ccccc2o1	2	8	18	0.4	8	-3	-2	94	0.2	3
O=C1NC2(CCCC2)Oc2ccccc21	-10	0	-1	1.5	0	-3	1	95	-0.3	0
Cc1cc(Oc2ccc(=O)[nH]n2)nc(Cl)n1	-2	5	-8	-0.5	4	-15	0	100	-0.1	1
O=C(Nc1ccccn1)Nc1ccccc1Cl	-5	-3	-15	-0.4	-1	-6	1	100	0.0	-7
CCC[C@@H](CN1CCC[C@H]1CN1C(N)=NC[C@H]1CC(C)C)N1C[C@@H]([C@H](C)CC)N(CCCC2CCCC2)C1=N	-69	x	-3	-1.4	-2	-3	-2	94	-0.2	-16
CC(C)OC(=O)c1c(F)c(F)c(N2CCOCC2)c(F)c1F	-9	-6	8	1.4	0	-5	0	91	0.0	-8
CCOC(=O)C1C(=O)C(=O)N(C(C)C)C1C(=O)OCC (configuration not stated)	5	8	-2	0.8	8	-6	0	99	0.1	6
CC(NC(=O)c1ccc(Br)o1)C1CC2CCC1C2 (configuration not stated)	-1	-5	-2	-0.3	1	x	-3	100	-0.3	-2
Cc1cccc(OCC(=O)N(C)CCc2ccccn2)c1	-2	-5	-5	1.6	-3	-1	1	88	0.0	12
Cc1ccccc1CNC(=O)Cc1cccs1	5	-6	-3	0.8	1	3	1	92	0.0	-3
O=C(CSc1nnc(Cc2ccccc2)c(=O)[nH]1)Nc1ccccc1	11	x	1	0.1	5	-6	0	98	-0.1	-3
COC(=O)c1ccc(CNC(=O)CSc2nc3sc(C)c(C)c3c(=O)n2C)o1	-9	-4	-6	-0.5	0	-8	1	96	0.2	-2
CCCNC(=O)CN(C1CCCCC1)S(C)(=O)=O	-18	8	1	6.1	8	x	3	100	0.1	3
CCn1c(SC)nc2c(c1=O)SC(C)C2 (configuration not stated)	-3	8	-3	4.7	-3	-10	3	108	0.0	5
CN(C)c1ccc(C(CNC(=O)c2ccccc2Br)c2c[nH]c3ccccc23)cc1 (configuration not stated)	-3	-11	-2	0.9	1	-2	2	102	-0.2	-4
SMILES	PDI inh	Vif imaging	Granule exo inh	iPSC survival up	m5-HT2A agonist	CaV13 FRET inh	N-glyco inh	ABCB6 inh MLPCN	aDG glyco up	H9c2 protect
O=[N+]([O-])c1ccc(Sc2ncccn2)c([N+](=O)[O-])c1	-21	x	-3	1.6	-3	-20	21	101	0.7	1
O=C(Cn1c(=O)c2cccn2c2cccnc21)N1CCN(c2ccccc2F)CC1	-4	0	-3	0.0	-5	-7	0	97	-0.1	-4
O=C(c1ccc(C(F)(F)F)cc1)N1CCCCC1	-1	8	-2	3.9	0	-4	-1	96	0.0	1
CCCCc1nnc(NC(=O)CS(=O)(=O)Cc2ccccc2)s1	-4	3	3	-1.9	-3	-10	2	98	0.0	8
Cc1cc(C)c(C)c(OCCCCN2CCCCC2)c1	-1	-1	-3	-0.8	-8	-21	2	98	0.0	1
COc1ccc(CN2CCN(Cc3ccccc3F)CC2)c(OC)c1	-5	3	-1	-0.8	-2	-15	-3	100	0.2	-2
COc1cccc(CN(C)C(=O)CSCC(=O)Nc2cc(C)on2)c1OC	-2	7	-13	-0.4	0	-5	0	98	-0.2	4
CCN(CC(=O)Nc1cc(Cl)ccc1C)C(=O)C1CC1	3	11	1	-0.7	-3	-16	1	100	-0.2	-3
CN(C)c1oc(-c2cccs2)nc1C#N	-1	17	-1	0.8	-1	x	2	98	-0.1	12
COc1ccc(C2=NN(C(C#N)c3ccc(OC)cc3)C(c3ccccc3)C2)cc1 (configuration not stated)	-1	-3	-1	-2.2	-2	-5	-4	96	-0.4	-3
O=C1CCCC/C1=C/Nc1ccc2c(c1)OCO2	-5	4	-1	3.2	1	-6	5	101	0.0	-5
CC(NC(=O)CN1C(=O)COc2ccccc21)c1ccccc1 (configuration not stated)	1	-3	7	2.1	-1	-10	0	79	-0.2	-5
CC1CCN(C(=O)CN(c2ccc3c(c2)OCO3)S(C)(=O)=O)CC1	2	-6	-2	-0.8	2	-8	3	107	-0.2	2
CC(C)(C)OC(=O)NCC(=O)NNC(=O)C(C(=O)OCc1ccccc1)c1ccccc1 (configuration not stated)	0	-5	3	-0.7	-1	-7	0	102	0.1	2
COc1cc(OC)cc(C(=O)NC(C(=O)Nc2ccc3c(c2)OCO3)C(C)C)c1 (configuration not stated)	-1	125*	2	-0.3	8	-5	0	98	0.2	-3
C=CCc1cccc2cc(C(=O)N3CCOCC3)c(=O)oc12	-1	-6	-5	-0.2	4	3	0	98	-0.1	6
CCCCCNC(=O)[C@@H]1CSC2c3ccccc3C(=O)N21 (some centres not stated)	11	-1	0	0.4	-2	-2	0	104	0.3	-1
CCCc1c(C(=O)N/N=C/c2cccnc2)nnn1-c1nonc1N	6	-24	-2	0.9	-2	-7	4	102	-0.4	6
c1ccc2c(c1)[nH]c1nc(SCCN3CCOCC3)nnc12	14	-5	-2	2.8	2	-6	-1	94	-0.4	2
CCOC(=O)N1CCC(=C(C#N)C(=O)Nc2cc(OC)ccc2OC)CC1	-17	2	3	-0.7	6	-9	1	95	-0.1	-4
CCOC(=O)C1=C(O)C(Nc2nccs2)(C(F)(F)F)N=C1C (configuration not stated)	2	-2	2	8.0	2	0	-1	98	-0.2	0
CC12CC(O)C3c4ccc(O)cc4CCC3C1CC/C2=N\O (configuration not stated)	4	-17	-1	-0.7	-1	-7	-1	97	0.1	3
O=C(Nc1cccc(F)c1)C1CCN(S(=O)(=O)c2cnc[nH]2)CC1	7	-1	-11	-0.1	0	-15	-1	92	-0.2	-3
CC1(C(=O)NS(=O)(=O)c2ccccc2Cl)CCN1C(=O)Cc1ccc(Cl)cc1Cl (configuration not stated)	2	0	-2	-3.3	4	-5	0	86	-0.2	-3
CC(C)CC(=O)Nc1nnc(CSCc2ccc(F)cc2)s1	1	-2	0	0.5	3	-3	0	103	0.0	-2
SMILES	PDI inh	Vif imaging	Granule exo inh	iPSC survival up	m5-HT2A agonist	CaV13 FRET inh	N-glyco inh	ABCB6 inh MLPCN	aDG glyco up	H9c2 protect
CCCCN(C)C(=O)c1sc2ncn(CC)c(=O)c2c1C	5	5	5	-0.2	5	x	-1	100	-0.2	3
NC(=O)Cn1c(=O)n(CCc2ccccc2)c(=O)c2c3c(sc21)CCCC3	4	-7	-2	-1.2	-5	-8	1	97	-0.3	-2
CCCC(=O)Nc1c2c(nc3ccccc13)N(c1ccccc1)CC2	1	-4	2	-0.4	-2	x	1	98	-0.1	15
Cc1ccc(C23CC4CC(CC(NC(=O)NCCN(C)C)(C4)C2)C3)cc1	0	-2	-2	-4.3	-7	-5	2	94	3.7	-18
C=CCc1cc(OC)ccc1OCCON1C(=O)CCC1=O	7	1	-1	0.2	7	-1	2	101	-0.2	3
CC1=C(C(=O)N2CCOCC2)CC(CC(=O)NCCc2ccccn2)C(=O)N1Cc1ccc(C(C)(C)C)cc1 (configuration not stated)	-4	-2	-5	0.7	6	-5	-1	101	0.5	-11

A different layout for twelve compounds above:
Every second line gives: PDI inh, Vif imaging, Granule exo inh, iPSC survival up, m5-HT2A agonist, CaV13 FRET inh, N-glyco inh, ABCB6 inh MLPCN, aDG glyco up, H9c2 protect
- CCOC(=O)N1CCC(=C(C#N)C(=O)Nc2cc(OC)ccc2OC)CC1
    -17, 2, 3, -0.7, 6, -9, 1, 95, -0.1, -4
- CCOC(=O)C1=C(O)C(Nc2nccs2)(C(F)(F)F)N=C1C (configuration not stated)
    2, -2, 2, 8.0, 2, 0, -1, 98, -0.2, 0
- CC12CC(O)C3c4ccc(O)cc4CCC3C1CC/C2=N\O (configuration not stated)
    4, -17, -1, -0.7, -1, -7, -1, 97, 0.1, 3
- O=C(Nc1cccc(F)c1)C1CCN(S(=O)(=O)c2cnc[nH]2)CC1
    7, -1, -11, -0.1, 0, -15, -1, 92, -0.2, -3
- CC1(C(=O)NS(=O)(=O)c2ccccc2Cl)CCN1C(=O)Cc1ccc(Cl)cc1Cl (configuration not stated)
    2, 0, -2, -3.3, 4, -5, 0, 86, -0.2, -3
- CC(C)CC(=O)Nc1nnc(CSCc2ccc(F)cc2)s1
    1, -2, 0, 0.5, 3, -3, 0, 103, 0.0, -2
- CCCCN(C)C(=O)c1sc2ncn(CC)c(=O)c2c1C
    5, 5, 5, -0.2, 5, x, -1, 100, -0.2, 3
- NC(=O)Cn1c(=O)n(CCc2ccccc2)c(=O)c2c3c(sc21)CCCC3
    4, -7, -2, -1.2, -5, -8, 1, 97, -0.3, -2
- CCCC(=O)Nc1c2c(nc3ccccc13)N(c1ccccc1)CC2
    1, -4, 2, -0.4, -2, x, 1, 98, -0.1, 15
- Cc1ccc(C23CC4CC(CC(NC(=O)NCCN(C)C)(C4)C2)C3)cc1
    0, -2, -2, -4.3, -7, -5, 2, 94, 3.7, -18
- C=CCc1cc(OC)ccc1OCCON1C(=O)CCC1=O
    7, 1, -1, 0.2, 7, -1, 2, 101, -0.2, 3
- CC1=C(C(=O)N2CCOCC2)CC(CC(=O)NCCc2ccccn2)C(=O)N1Cc1ccc(C(C)(C)C)cc1 (configuration not stated)
    -4, -2, -5, 0.7, 6, -5, -1, 101, 0.5, -11
